# 15-hLO-2 inh: qHTS Assay for Inhibitors of 15-hLO-2 (15-human lipoxygenase 2) | purified 15hLO-2, xylenol orange hydroperoxide absorbance | Potency, µM (doses to about 57.1 µM), without a hit: at the top dose activity change, negative = inhibition, most hits filed as inhibitors | Polyunsaturated fatty acid lipoxygenase ALOX15B (Homo sapiens), O15296 | AID 881, 2007 | 110,000 compounds, 0.56% hits; also: potency is read from the fitted curve at half-maximal effect; nearly all actives have a fitted effect of over 60% in size; many of its hits are not listed in these tables
# Target sequence (O15296 whole entry, looked up): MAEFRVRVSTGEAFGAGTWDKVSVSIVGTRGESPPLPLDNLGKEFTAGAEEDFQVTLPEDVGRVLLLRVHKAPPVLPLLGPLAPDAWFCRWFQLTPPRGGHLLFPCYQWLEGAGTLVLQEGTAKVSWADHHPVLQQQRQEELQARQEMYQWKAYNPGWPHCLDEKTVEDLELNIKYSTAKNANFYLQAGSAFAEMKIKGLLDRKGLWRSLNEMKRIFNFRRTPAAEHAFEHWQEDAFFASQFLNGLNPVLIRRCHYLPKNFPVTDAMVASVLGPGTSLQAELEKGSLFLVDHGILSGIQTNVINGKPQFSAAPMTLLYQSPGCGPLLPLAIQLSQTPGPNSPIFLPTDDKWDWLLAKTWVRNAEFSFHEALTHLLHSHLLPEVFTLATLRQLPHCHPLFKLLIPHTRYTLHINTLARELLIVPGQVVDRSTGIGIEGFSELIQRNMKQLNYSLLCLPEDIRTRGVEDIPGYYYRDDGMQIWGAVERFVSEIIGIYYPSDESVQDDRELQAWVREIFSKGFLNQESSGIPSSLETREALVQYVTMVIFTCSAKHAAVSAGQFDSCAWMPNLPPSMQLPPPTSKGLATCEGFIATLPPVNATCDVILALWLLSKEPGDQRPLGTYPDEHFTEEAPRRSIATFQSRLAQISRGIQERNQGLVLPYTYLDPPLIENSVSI
#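 Enzyme 50 nM, AA 45 uM, 25 mM Hepes pH 7.5 + 0.01% Triton X-100; cpd preinc 15 min RT, rxn 90 min RT; stop/detect with 200 uM XO + 300 uM Fe(II) in 50 mM H2SO4, 30 min; A573/A405.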
# ALOX12 inhib: qHTS Assay for Inhibitors of 12-hLO (12-human lipoxygenase). Polyunsaturated fatty acid lipoxygenase ALOX12 (Homo sapiens), P18054. purified 12-hLO, xylenol orange hydroperoxide absorbance. Potency, µM (doses to about 57.1 µM), for inactives: top-dose activity change, negative = inhibition, hits mostly inhibitors. 150,000 compounds, 0.12% hits. AID 1452, 2008; also: potency is read from the fitted curve at half-maximal effect; nearly all actives have a fitted effect of over 55% in size; many of its hits are not listed in these tables
#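 Lipoxygenase turnover measured by absorbance at 573 and 405 nm after Fe-XO development. Human 12hLO 150 nM, arachidonate 40 uM, pH 7.0 Hepes buffer with detergent; 15 min compound preincubation, 30 min reaction.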
# PNC assembly inh: High Content Assay for Compounds that inhibit the Assembly of the Perinucleolar Compartment; PC3M PTB-GFP, PNC prevalence imaging, 16 h; stronger effect = lower value; activity change (PNC), negative = inhibition, % at 10 µM; 140,000 compounds, 3.1% hits;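 active = readout at or below -70, meaning at least 70% loss of cells showing the perinucleolar compartment, a nuclear body marking cancer cells; inconclusive = readout between -30 and a set limit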;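 also: plate controls were DMSO wells for no effect and camptothecin positive control wells for full effect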
#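 Read-out is percentage of cells bearing a perinucleolar compartment, from automated 20x imaging of fixed, Hoechst-stained PC3M PTB-GFP cells. Cells were seeded 4 h, then exposed 16 h to compound (23 nl of library stock) in duplicate plates.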
# IMPase cell inh: qHTS Assay for Identifying the Cell-Membrane Permeable IMPase Inhibitors; AID 901, 2007; CHO-M1 cells, IP1 accumulation, HTRF TR-FRET ratio; 120,000 tested, under 10 active; inhibition (IP1 accumulation), % at 46.1 µM; active = well fitted curve in the direction sought with a large enough effect in the signal ratio, not every such curve was filed as active; inconclusive = small, poorly fitted or top-dose-only effect, or a change in a side signal; inactive = no such curve, though single readings can be large or run the other way; the % refers to the signal ratio;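 also: cells stimulated with carbachol in lithium chloride buffer; plate controls were DMSO basal wells for no effect and reference inhibitor wells for full effect; higher means more IMPase inhibition seen as more IP1 and lower FRET ratio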
# Target sequence (P97697 whole entry, looked up): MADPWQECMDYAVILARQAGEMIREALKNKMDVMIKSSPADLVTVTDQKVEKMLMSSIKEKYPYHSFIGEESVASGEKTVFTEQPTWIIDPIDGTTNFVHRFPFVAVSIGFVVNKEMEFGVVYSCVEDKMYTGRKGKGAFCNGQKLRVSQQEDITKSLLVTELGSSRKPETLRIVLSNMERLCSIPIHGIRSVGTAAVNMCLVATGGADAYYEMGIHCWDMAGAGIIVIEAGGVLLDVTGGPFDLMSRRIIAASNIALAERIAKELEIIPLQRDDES
#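 Elevated IP1 in lysates lowers TR-FRET signal (665/620 ratio and 620 channel reported). Cells were CHO-M1, given carbachol (50 uM as added) plus 50mM LiCl, pH 7.4, 30 min, 37C; compounds titrated up to 46 uM; AC50 by Hill equation.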
# * = called active by the depositor; u = inconclusive; x = no result given; [ ] = another dose, or the depositor's remark. Unless noted, calls follow the shape of the dose curve; as a rule, active = well fitted curve in the direction sought with a large enough effect; inconclusive = small, poorly fitted or top-dose-only effect, or another doubt; inactive = no such curve, though single readings can be large; an effect the other way counts as inactive or inconclusive. Unless noted, % is scaled to controls: 0 for no effect and ±100 for the full control effect. The list is partial, so the mix of outcomes need not match the whole.
SMILES	15-hLO-2 inh	ALOX12 inhib	PNC assembly inh	IMPase cell inh
O=C(Cn1cnc2c(nnn2Cc2ccc(Cl)cc2)c1=O)OCc1ccccc1	x	-3.0%	26.9	2.5
CC1(C)C2(C#N)C(N)=NC3(OCCO3)C12C#N (stereo not given)	3.3%	-1.5%	34.7	3.4
CCS(=O)(=O)c1ccc(O)c(NC(=O)Nc2ccccc2)c1	-4.7%	-2.5%	-9.1	6.8
COc1ccc(N(CC(=O)Nc2ccc3c(c2)OCO3)S(C)(=O)=O)c(OC)c1	-12.8%	-0.6%	u	2.3
CN1CCN(C2CC(=O)N(c3ccc4c(c3)OCCO4)C2=O)CC1 (stereo not given)	-4.3%	-0.2%	22.7	3.9
CN1C(=O)CC(N2CCN(C(=O)c3ccccc3)CC2)C1=O (stereo not given)	4.6%	2.5%	46.2	-5.9
O=c1c2ccccc2nc(-c2ccccc2)n1Cc1ccc(Cl)cc1	7.0%	3.0%	-0.3	4.3
CCC(C)(NC(=O)c1ccccn1)C(=O)NC1CCCCC1 (stereo not given)	x	7.8%	-17.2	7.1
CN1c2ccccc2C(C)(C)C12C=Nc1c(ccc3ccccc13)O2 (stereo not given)	u	u	-20.9	20.8
CCn1c(SCC(=O)NC(C)(C)C)nnc1-c1ccccn1	3.2%	7.1%	9.9	-3.2
COc1cc(C2C(C#N)=C(N)Oc3c2ccc2ccccc32)ccc1OCC(=O)Nc1ccc(C)cc1 (stereo not given)	x	-21.5%	-2.2	x
Cc1c(NC(=O)COC(=O)c2c3c(nc4ccccc24)CCCC3)c(=O)n(-c2ccccc2)n1C	x	3.1%	102.1	x
Cc1ccc(C(C)C)c(OC(=O)/C=C/c2ccccc2)c1	12.4%	2.4%	-3.6	-2.0
Fc1ccc(CN2CCCCCCC2)c(F)c1	-13.0%	-1.7%	-20.5	3.8
O=c1[nH]c2ccc(Cl)cc2c(-c2ccccc2)c1CN1CCOCC1	2.1%	-18.9%	23.5	1.9

# The list continues.
SMILES	15-hLO-2 inh	ALOX12 inhib	PNC assembly inh	IMPase cell inh
Cc1cc(C)n(-c2ccc(OCC(=O)O)nn2)n1	7.6%	4.5%	-115.4*	2.4
COC(=O)c1sccc1NC(=O)c1cc(C)on1	9.1%	-3.5%	4.8	1.7
COc1ccc(OCCOC(=O)c2cccs2)cc1	6.2%	-3.5%	-26.4	6.3
CC(C)c1cc(C(=O)Nc2cc(Br)ccc2O)no1	-17.1%	-0.6%	34.3	3.6
COc1ccc(-c2nc(CC(=O)O)cs2)cc1OC	4.5%	8.0%	12.1	-4.7
COC(=O)c1c(N)c2ccccc2[nH]c1=O	0.4%	-1.6%	13.9	7.1
CSc1nc(O)c(C2OC(=O)c3ccccc32)c(=O)[nH]1 (stereo not given)	-7.1%	2.6%	-27.4	9.5
CCOC(=O)C1=C(C)N=C2SC(C(=O)OC)=CC(=O)N2C1c1cccc(OC)c1 (stereo not given)	-21.9%	4.2%	u	1.6
Cc1cccc(NC(=O)CSc2ccc(C(N)=O)cc2[N+](=O)[O-])c1C	x	-1.2%	41.8	x
Cc1ccc2nc(NC(=O)CN(C)S(=O)(=O)c3cccc4nsnc34)sc2c1	8.4%[2.29 µM]	-2.1%	-122.4*	-0.1
CCC(=O)c1cc2c(C)cc(=O)oc2c(C)c1O	8.4%	-0.9%	u	-4.0
COc1ccccc1OCC(=O)NCC1CCCCC1	-0.9%	-1.3%	u	5.3
O=C(COC(=O)Cc1cccc(C(F)(F)F)c1)Nc1ccc2c(c1)OCCO2	x	-0.2%	85.3	x
CN(C)S(=O)(=O)N1CCN(C(=O)c2ccccc2)CC1	-1.9%	4.4%	6.5	3.2
Cc1ccc(NC(=O)Cc2sc(C)nc2-c2ccc(C)cc2)cc1	x	-1.4%	59.3	4.2

# Some of the entries above in another layout.
# Every second line gives: 15-hLO-2 inh	ALOX12 inhib	PNC assembly inh	IMPase cell inh
- Cc1ccc2nc(NC(=O)CN(C)S(=O)(=O)c3cccc4nsnc34)sc2c1
  8.4%[2.29 µM]	-2.1%	-122.4*	-0.1
- COc1ccc(OCCOC(=O)c2cccs2)cc1
  6.2%	-3.5%	-26.4	6.3
- COc1ccccc1OCC(=O)NCC1CCCCC1
  -0.9%	-1.3%	u	5.3

# (list continues)
SMILES	15-hLO-2 inh	ALOX12 inhib	PNC assembly inh	IMPase cell inh
CCN(CC)S(=O)(=O)c1cc(C(=O)Nc2ccc(Cl)cn2)ccc1C	15.9%	-11.1%	-3.9	-6.0
CN(C)S(=O)(=O)c1cc(NC(=O)CSc2ncc(C(F)(F)F)cc2Cl)ccc1Cl	x	4.6%	2.8	x
COc1cc2cnncc2cc1OC	x	2.2%	u	8.7
Cc1cccc(NS(=O)(=O)c2ccc(C3CCCCC3)cc2)n1	14.4%	2.9%	u	0.0
Cn1c(CSc2ccccc2)c(C#N)c2ccccc21	-4.4%	-6.3%	-2.8	0.5
CN1CCN(NC(=O)c2ccc(Br)c(S(=O)(=O)N3CCOCC3)c2)CC1	x	4.0%	u	x
Cc1ccc(N=Cc2c(O)n(-c3cc(Cl)ccc3N3CCOCC3)c(=O)c3ccccc23)cc1C	-1.8%	-4.5%	-27.4	5.3
CC(C)Cn1cc(C(=O)NCCCOC(C)C)c2c3ccccc3n(C)c2c1=O	0.7%	-4.2%	22.5	-8.2
CCCCC(C(=O)OCC(=O)c1ccc(OC)cc1)N1C(=O)c2ccccc2C1=O (stereo not given)	x	-5.2%	-100.0*	-1.3
Cc1ccc(C)c(SCC(=O)NCc2ccco2)c1	-1.8%	-0.1%	74.1	-3.1
Nn1c(SCC(=O)Nc2ccc3c(c2)OCO3)nnc1-c1cccc(Cl)c1	0.8%	-5.6%	10.2	-6.9
Cc1c(NC(=O)CN2CCN(C(=O)c3ccco3)CC2)c(=O)n(-c2ccccc2)n1C	-3.5%	1.6%	21.1	u
COC(=O)c1ccc(OC(=O)c2cccnc2)cc1	x	-3.6%	-28.6	x
O=c1c(=NNc2ccccc2Cl)c(=O)c2ccccc12	-13.8%	-1.2%	84.8	3.8
Cc1nnc(Nc2ccc(C(=O)NCCO)cc2)c2ccccc12	-4.0%	2.6%	27.1	10.4

# Next section.
SMILES	15-hLO-2 inh	ALOX12 inhib	PNC assembly inh	IMPase cell inh
Cc1cc([N+](=O)[O-])nn1CCCC(=O)N1CCN(c2ccc(F)cc2)CC1	x	0.0%	-119.3*	3.9
CCCOc1ccc(-c2nnc(N)s2)cc1	2.7%	0.9%	u	3.7
Cc1cn(S(=O)(=O)c2ccc(Br)c3ccccc23)cn1	2.0%	0.4%	u	u
CCOC(=O)c1[nH]cnc1C(=O)NC1CCCCC1	32.7%[activator]	3.5%	25.8	0.5
CC1=C(C(=O)Nc2cc(C)ccn2)C(c2cnn(C)c2)C2=C(CC(c3ccccc3)CC2=O)N1 (stereo not given)	x	-1.7%	20.8	x
O=C(Cc1nc(=O)c2ccccc2s1)Nc1ccccc1	-2.7%	-6.4%	11.9	0.3
COc1cc(/C=N/NC(=O)CN2CCCCC2)ccc1OCc1ccc(Br)cc1	x	3.6%	-17.1	x
O=C1C2C3CCC(C3)C2C(=O)N1Cc1ccco1 (stereo not given)	x	-0.6%	27.6	x
COCCCN=Cc1c(C)[nH]n(-c2ccc(Br)c(C)c2)c1=O	x	9.8%	-18.0	x
C#CCOCCOCCOCCNc1nc(N2CCN(C(=O)Cn3cc(CCCCN)nn3)CC2)nc(N2CCN(C(=O)Cn3cc(CC(C)O)nn3)CC2)n1 (stereo not given)	x	1.8%	61.7	x
CCCOc1ccc(-c2nn(-c3ccccc3)cc2/C=C2\SC(N)=NC2=O)cc1	x	-2.7%	-7.8	x
COc1cc(-n2cnnn2)ccc1S(=O)(=O)N1CCOCC1	-3.2%	0.6%	30.2	2.9
O=C(N/N=C/c1c(O)ccc2ccccc12)c1cccc(C(F)(F)F)c1	x	u	-93.0*	x
CSCC[C@H](NC(=O)c1ccc(Cl)c([N+](=O)[O-])c1)c1nc2ccccc2[nH]1	x	-3.2%	20.3	3.9
COc1ccc(OC2C(=O)N(Cc3ccc(F)cc3)C2c2ccc(OC)c(OC)c2)cc1 (stereo not given)	6.4%	2.7%	33.5	0.0

# Given field by field: entries from further up.
SMILES: COc1cc(/C=N/NC(=O)CN2CCCCC2)ccc1OCc1ccc(Br)cc1
  15-hLO-2 inh: x	ALOX12 inhib: 3.6%	PNC assembly inh: -17.1	IMPase cell inh: x
SMILES: CCCOc1ccc(-c2nn(-c3ccccc3)cc2/C=C2\SC(N)=NC2=O)cc1
  15-hLO-2 inh: x	ALOX12 inhib: -2.7%	PNC assembly inh: -7.8	IMPase cell inh: x
SMILES: C#CCOCCOCCOCCNc1nc(N2CCN(C(=O)Cn3cc(CCCCN)nn3)CC2)nc(N2CCN(C(=O)Cn3cc(CC(C)O)nn3)CC2)n1 (stereo not given)
  15-hLO-2 inh: x	ALOX12 inhib: 1.8%	PNC assembly inh: 61.7	IMPase cell inh: x
SMILES: CSCC[C@H](NC(=O)c1ccc(Cl)c([N+](=O)[O-])c1)c1nc2ccccc2[nH]1
  15-hLO-2 inh: x	ALOX12 inhib: -3.2%	PNC assembly inh: 20.3	IMPase cell inh: 3.9

# Additional compounds.
SMILES	15-hLO-2 inh	ALOX12 inhib	PNC assembly inh	IMPase cell inh
COc1ccc(CC(=O)Nc2ccc(-c3nnc(-c4ccccc4)o3)cc2)cc1OC	u	6.0%	-1.7	-3.9
Cc1ccc(C)c(N(C)S(=O)(=O)c2ccc3[nH]cc(C(=O)NCCN4CCOCC4)c(=O)c3c2)c1	x	-0.7%	44.8	x
O=S(=O)(Nc1ccc2c(c1)oc1ccccc12)N1CCCC1	-16.9%	-12.2%	28.0	-2.1
C/C(N)=C(/C#N)C(=O)COC(=O)c1cc(-c2ccc(C)cc2)nc2ccccc12	x	-6.0%	6.6	u
COC(=O)Cn1ncn2cccc2c1=O	-0.5%	-2.6%	22.6	-2.2
COc1ccccc1-c1noc(CCC(=O)Nc2ccccc2Cl)n1	-15.2%	0.0%	u	-10.3
O=S(=O)(Cc1ccccc1)N1CCCCC1	-19.2%	-6.2%	23.4	-6.0
COc1ccc(CN2C(=O)c3ccccc3C(/C=N\OCc3ccc(F)cc3)C2=O)cc1 (stereo not given)	x	4.3%	88.0	3.5
CO[C@@H]1[C@@H]2OP(=O)(O)OC[C@H]2O[C@H]1n1c(Sc2ccc(Cl)cc2)nc2c(N)ncnc21	-8.5%[0.0915 µM]	-2.3%[0.00818 µM]	x	x
O=C(CC1SCCNC1=O)Nc1cc(Cl)cc(Cl)c1 (stereo not given)	-8.4%	-6.7%	31.9	7.7
CCOC(=O)NC(Nc1ccc(S(N)(=O)=O)cc1)(C(=O)OCC)C(F)(F)F (stereo not given)	5.0%	-0.4%	2.6	12.0
Clc1ccc(C(c2nnnn2C2CCCCC2)N(Cc2cccnc2)Cc2ccco2)cc1 (stereo not given)	x	6.7%	306.2	6.9
Clc1ccc2nc(-c3ccccc3)c(CN3CCOCC3)n2c1	2.9%	-2.8%	u	4.0
CCN(CC)C(=S)SCC(=O)Nc1nc(=O)c2ccccc2s1	x	-2.8%	33.5	x
Clc1ccc(-c2nnc3n2CCCS3)cc1	-3.0%	-5.1%	u	-10.9
O=C(c1cccc(F)c1)N1CCC2(CC1)CN(c1ccncc1)C2	6.8%	3.5%	x	x
O=[N+]([O-])c1cc(F)c(N2CCOCC2)cc1N1CCCCC1	-16.5%	-12.8%	37.8	1.0

# Compound activity from PubChem.
